# Mito fusion act = blocks mitochondrial division or promotes mitochondrial fusion; S. cerevisiae fusion-defective mutant growth rescue, CellTiterGlo 48 h; Potency, µM (series often up to 46.1 µM), for the others: at the top dose growth rescue (activation), most hits filed as activators; 320,000 tested, 0.23% active;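 note: potency is the fitted concentration of half-maximal effect; % of control where 0% means no effect; nearly all actives have a fitted effect of over 45% in size; temperature-sensitive fusion mutants such as fzo1-1 at 37 °C on non-fermentable ethanol glycerol medium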
#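 Luminescent cell viability in 1536-well qHTS format served as the measure of rescued growth in ts fusion-mutant S. cerevisiae cultured on non-fermentable YPEG for 48 hours at 37C.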
# NPC1 prom act = NPC1 promoter activation; AID 485313; Potency, µM (top dose mostly 9.22 µM), without a hit: top-dose activation, usual class: activators; Huh7 NPC1 promoter luciferase reporter, 24 h; 320,000 tested, 2.4% active;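 note: potency is the fitted concentration of half-maximal effect; % of control where 0% means no effect; nearly all actives have a fitted effect of over 60% in size; reporter is driven by a mutant NPC1 promoter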
#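 Luminescence read-out of NPC1 promoter-driven luciferase in stably transfected Huh7 cells; compounds delivered in DMSO and left 24 h at 37C, 5% CO2, qHTS titration format.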
# FLuc modulator = counter-screen for miR-21 project: firefly luciferase inhibitors or activators; P08659; purified FLuc, Km substrates, luminescence inhibition; Potency, µM (titrated, usually from 57.5 µM), without a hit: at the highest dose activity change, negative = inhibition, hits mostly inhibitors; 360,000 tested, 6.9% active;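 note: potency is the fitted concentration of half-maximal effect; plate controls were vehicle for no effect and reference inhibitor for full effect; nearly all actives have a fitted effect of over 55% in size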
# Target sequence (P08659 whole entry, looked up): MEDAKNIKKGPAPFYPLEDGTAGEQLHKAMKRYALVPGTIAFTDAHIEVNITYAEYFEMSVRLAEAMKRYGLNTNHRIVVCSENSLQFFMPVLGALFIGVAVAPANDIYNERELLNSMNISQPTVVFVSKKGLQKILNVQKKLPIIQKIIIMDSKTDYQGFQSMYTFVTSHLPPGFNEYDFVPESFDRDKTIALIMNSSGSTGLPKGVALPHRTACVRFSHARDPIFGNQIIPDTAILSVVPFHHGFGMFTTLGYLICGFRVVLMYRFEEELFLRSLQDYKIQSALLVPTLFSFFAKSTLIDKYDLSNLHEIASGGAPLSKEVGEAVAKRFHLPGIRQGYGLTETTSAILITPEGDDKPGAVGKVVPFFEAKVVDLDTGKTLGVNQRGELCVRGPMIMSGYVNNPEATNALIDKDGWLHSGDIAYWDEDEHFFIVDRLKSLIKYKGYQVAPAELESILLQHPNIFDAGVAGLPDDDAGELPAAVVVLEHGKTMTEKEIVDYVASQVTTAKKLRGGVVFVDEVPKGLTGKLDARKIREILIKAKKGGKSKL
#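 Purified P. pyralis luciferase (10nM final) with 10uM D-luciferin and 10uM ATP (Km levels) in 50mM Tris acetate pH 7.5, 10mM Mg acetate, 0.01% Tween-20, 0.05% BSA; qHTS 6-point titration, ~60 µM downward; luminescence read.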
# Menin-MLL TR inh = inhibitors of human menin-MLL interaction, mutant MLL peptide; O00255; Menin + Texas Red MLL mutant peptide, fluorescence polarization; Potency, µM (titrated, usually from 61.6 µM), for inactives: at the highest dose FP activity change, negative = inhibition, actives largely listed as inhibitors; 270,000 tested, 0.23% active; AID 1768; active = well fitted inhibition curve with a large enough effect in the polarisation, with a control signal flat, not every such curve was filed as active; inconclusive = small, poorly fitted or top-dose-only effect, or effect the other way, or a change in a side signal; inactive = no such curve, though single readings can be large or run the other way; the % refers to the polarisation; note: potency is the fitted concentration of half-maximal effect; % of control where 0% means no effect; many of its hits are not listed in these tables
# KCNH2 3.1 block = KCNH2 3.1 (human) potassium channel inhibition | 340,000 tested, 0.95% active | U2OS KCNH2 3.1, thallium flux FluxOr; hits give low values | activity change, % (tested at about 1.8 µM) | AID 720553;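 active = maximum activity change below -70%; inconclusive = maximum activity change from -70% to -50%; inactive = maximum activity change above -50%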;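 note: thallium influx rate constant from kinetic fluorescence after stimulation buffer; % is set by controls: 0 for no effect and ±100 for the full control effect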
#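 Channel expression came from 3.1 mutant virus (1.77 x 10^8 /mL) applied to suspended U2OS cells for 4 h. Flux was tracked with FluxOr dye plus Red40 quencher, and kinetic rate constants normalized to controls.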
# MBNL1 CUG block = blocks human MBNL1 binding to CUG repeat RNA | Q9NR56 | TR-FRET MBNL1-His/biotin-(CUG)12 binding, 665/545 ratio | Potency, µM (titrated, usually from 57.5 µM), for the others: at the highest dose activity change, negative = inhibition, actives largely listed as inhibitors | 280,000 tested, 0.036% active; active = well fitted inhibition curve with a large enough effect in the signal ratio, with a control signal flat, not every such curve was filed as active; inconclusive = small, poorly fitted or top-dose-only effect, or effect the other way, or a change in a side signal; inactive = no such curve, though single readings can be large or run the other way; the % refers to the signal ratio; note: potency is the fitted concentration of half-maximal effect; % is set by controls: 0 for no effect and ±100 for the full control effect
#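 TR-FRET readout: Ex 340 nm, 665/545 nm emission ratio, normalized to buffer-only (basal) and MBNL1-(CUG)12 controls. Complex of MBNL1-His with Biotin-(CUG)12, compounds 92 nM–58 uM, incubated 60 min at room temperature.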
# PKM2 act = PKM2 (human) enzyme activation. Potency, µM (series often up to 57.5 µM), for inactives: top-dose activation, most hits filed as activators. 260,000 tested, 0.34% active. AID 1631. purified PKM2, Kinase-Glo ATP luminescence, activation; response scale: 0% is enzyme alone, no compound; note: potency is the fitted concentration of half-maximal effect; % is set by controls: 0 for no effect and ±100 for the full control effect; nearly all actives have a fitted effect of over 55% in size
# Target sequence (P14618 whole entry, looked up): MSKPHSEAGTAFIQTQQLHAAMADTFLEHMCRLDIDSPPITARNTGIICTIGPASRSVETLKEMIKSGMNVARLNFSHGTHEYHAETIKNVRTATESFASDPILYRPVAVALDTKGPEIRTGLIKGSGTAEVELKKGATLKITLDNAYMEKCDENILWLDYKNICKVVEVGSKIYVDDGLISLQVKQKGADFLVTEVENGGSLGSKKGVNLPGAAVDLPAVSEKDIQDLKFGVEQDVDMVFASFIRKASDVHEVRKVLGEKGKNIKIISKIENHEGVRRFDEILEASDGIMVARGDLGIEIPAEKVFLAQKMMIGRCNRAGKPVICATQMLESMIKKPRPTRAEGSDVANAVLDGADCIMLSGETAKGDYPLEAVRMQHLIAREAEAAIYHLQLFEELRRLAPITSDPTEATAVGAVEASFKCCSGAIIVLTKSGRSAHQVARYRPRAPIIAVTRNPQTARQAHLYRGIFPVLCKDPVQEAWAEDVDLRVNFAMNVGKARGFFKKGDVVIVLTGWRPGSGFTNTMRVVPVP
#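 ATP formation by purified human PK-M2, quantified via coupled luciferase luminescence after 1 h at room temperature with 0.1 mM ADP and 0.5 mM PEP final.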
# VP16 counter = inhibits Gal4-VP16 luciferase reporter, ROR gamma counter-screen. Potency, µM (top dose mostly 53.6 µM), inactives show at the highest dose activity, negative = inhibition, actives largely listed as inhibitors. AID 2546. 310,000 tested, 3.5% active. Drosophila S2 Gal4-VP16 UAS-luciferase, luminescence, 20 h;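 note: Gal4-VP16 expression switched on by copper sulfate through the metallothionein promoter; potency is the fitted concentration of half-maximal effect; % is set by controls: 0 for no effect and ±100 for the full control effect; nearly all actives have a fitted effect of over 50% in size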
# Rab9 prom act = Rab9 promoter activation; Potency, µM (series often up to 9.22 µM), for inactives: top-dose activation, negative = inhibition, hits mostly activators; 320,000 tested, 2.8% active; Huh7 Rab9 promoter-luciferase reporter, luminescence, 24 h; AID 485297; note: potency is the fitted concentration of half-maximal effect; % of control where 0% means no effect; nearly all actives have a fitted effect of over 60% in size
#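 Quantitative HTS format; Huh7 Rab9-luciferase reporter cells (1500/well) receive compound 2 h post-plating, incubate 24 h at 37 °C, then get luciferase reagent for 10 min before luminescence reading.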
# RORg inh = blocks mouse ROR gamma transcriptional activity; P51450; Drosophila S2 Gal4-RORgamma UAS-luciferase reporter, 20 h; Potency, µM (series often up to 53.6 µM), for the others: at the highest dose activity change, negative = inhibition, most hits filed as inhibitors; 310,000 tested, 5.4% active; note: potency is the fitted concentration of half-maximal effect; % is set by controls: 0 for no effect and ±100 for the full control effect; nearly all actives have a fitted effect of over 60% in size
#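 A Gal4/UAS one-hybrid system in insect cells: metallothionein-promoter Gal4–ROR gamma fusion plus Photinus luciferase reporter. Copper sulfate 700 uM final, 20 hr ambient incubation, luminescent detection after 10 min with reagent.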
# ELG1 DNA repair = ELG1-dependent DNA repair inhibition. 330,000 tested, 2.3% active. AID 504467. Potency, µM (highest dose often 46.1 µM), inactives show at the highest dose activity change, negative = inhibition, most hits filed as inhibitors. HEK293T ELG1-luciferase reporter, luminescence, 16 h; DNA damage induced by 5-fluorouridine; note: potency is the fitted concentration of half-maximal effect; % is set by controls: 0 for no effect and ±100 for the full control effect; nearly all actives have a fitted effect of over 55% in size
#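 Step one: seed 2,000 cells per well. Step two: pin-transfer compound or DMSO alongside 5-fluorouridine. Step three: incubate 16 hr, 37 °C, 5% CO2. Step four: add ONE-Glo, wait 30 min, read luminescence.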
# Numbers without * were called inactive; ? = inconclusive; / = not tested or not shown; [ ] = another dose, or the depositor's remark. Unless noted, calls come from the whole dose curve; as a rule, active = well fitted curve in the direction sought with a large enough effect; inconclusive = small, poorly fitted or top-dose-only effect, or another doubt; inactive = no such curve, though single readings can be large; an effect the other way counts as inactive or inconclusive. The list is partial. The share of hits here may be higher or lower than overall.
# Values in the order: Mito fusion act	NPC1 prom act	FLuc modulator	Menin-MLL TR inh	KCNH2 3.1 block	MBNL1 CUG block	PKM2 act	VP16 counter	Rab9 prom act	RORg inh	ELG1 DNA repair
- Cc1cccc(N2CCN(S(=O)(=O)c3cccc4nonc34)CC2)c1C
  11%	-1%	3%	?	-7	-1%	3%	3%	-9%	?	-1%
- O=C1CC(N2CCN(c3ccc(O)cc3)CC2)C(=O)N1Cc1cccs1 (stereo unspecified)
  0%	1%	6%	0%	-27	-1%	-4%	-5%	2%	-27%	5%
- COc1ccc(N2CCN(C(c3ccccc3OC)c3nnnn3Cc3ccco3)CC2)cc1 (stereo unspecified)
  8%	-3%	-2%	4%	-5	-2%	9%	-6%	-6%	15%	-10%
- Cc1ccsc1-c1nc(CSCC(=O)NCCN2CCCC2)c(C)o1
  2%	-2%	3%	?	-17	-1%	0%	4%	-6%	-2%	3%
- CSc1nc2ccccc2c(=O)n1C1CCCCC1
  ?	-11%	-3%	?	4	4%	/	-1%	-3%	5%	-2%
- N#Cc1ccccc1NC(=O)COc1ccc2c(c1)OCO2
  27%	4µM*	21µM*	0%	-5	-5%	/	11%	3.5µM*	15%	?
- CCOc1ccc(C(=O)c2cnc3ccccc3c2N2CCN(CC)CC2)cc1
  -7%	0%	-2%	?	0	28%	-5%	6%	-35%[inhibitor]	22%	7%
- CC(C)NC(=O)C1CCCN(S(=O)(=O)c2cccs2)C1 (stereo unspecified)
  2%	-2%	-6%	?	17	-4%	-15%	?	8%	-2%	15%
- NC(=O)c1ccc(NC(=O)CCN2C(=O)c3ccccc3C2=O)cc1
  -15%	1%	0%	-13%	2	19%	/	-3%	10%	-16%	3%
- CCOc1ccc(CN2CCN(C(=O)c3cccc4ccccc34)CC2)cc1
  5%	-6%	-2%	?	-12	-6%	3%	15%	-18%	22%	?
- COc1cccc(CN2CCN(C(c3ccccc3)c3ccccc3)CC2)c1O
  5%	-1%	-2%	-19%	-74*	-4%	0%	-7%	-5%	20%	?
- CCN1CCN(CCNC(=O)c2ccc(/C=C3/Sc4ccccc4N(Cc4cccc(C)c4)C3=O)cc2)CC1
  1%	-7%	?	?	-13	17%	7%	-20%	6%	?	?
- O=C(Nc1cccc(Cl)c1)C1CCCN(c2cnccn2)C1 (stereo unspecified)
  ?	0%	2%	12%	-21	-2%	/	2%	1%	3%	16%
- FC(F)(F)c1cccc(-c2ccn3ncnc3n2)c1
  2%	-4%	3%	1%	3	-3%	-3%	-2%	-5%	-9%	15%
- COCCOC(=O)C1=C(C)Nc2cc(=O)[nH]c(=O)n2C1c1cccc([N+](=O)[O-])c1 (stereo unspecified)
  -5%	-1%	4%	?	18	23%	6%	0%	-1%	-1%	14%
- CCCNc1nc2c(c(=O)n(C)c(=O)n2C)n1Cc1ccc(F)cc1
  2%	-5%	0%	3%	3	-2%	2%	?	-22%	43%	?
- O=C(/C=C/c1ccccc1)N1CCN(S(=O)(=O)c2ccc(F)cc2)CC1
  -6%	-2%	2%	-4%	12	0%	7%	-4%	-3%	28%	1%
- Cc1occc1C(=O)N/N=C/c1cccc2ccccc12
  -31%	?	5.4µM*	33%[activator]	-7	10%	/	0%	2.2µM*	-31%	?
- S=c1nccc(-c2cc(Cl)sc2Cl)[nH]1
  1%	-1%	-2%	1%	7	-11%	-4%	0%	18%	-33%	15%
- COc1ccc(S(=O)(=O)N2CCN(CCc3ccccc3)CC2)c(OC)c1
  0%	-5%	1%	-9%	-10	-1%	0%	/	-18%	/	?
- CCO[C@H]1OC(C(=O)N2CCN(Cc3ccc4c(c3)OCO4)CC2)=C[C@@H](C(C)(C)C)[C@@H]1CCCO
  2%	2%	-1%	?	/	-9%	-2%	4%	-4%	21%	4%
- Cc1noc2ncnc(Oc3ccc4ccccc4c3)c12
  -5%	-1%	4%	/	-14	0%	-1%	-3%	-5%	18%	11%
- O=C1/C(=C/c2cccc(F)c2)Oc2cc(O)ccc21
  -1%	19%	11µM*	47%[activator]	-8	40%[activator]	/	4%	5%	?	?
- COc1ccc(C2CC(c3ccc(OC)c(OC)c3)=NN2C(=O)c2ccccc2)cc1 (stereo unspecified)
  28%	-3%	-15%	-9%	13	1%	/	1%	-4%	-7%	24%
- Cc1nn(-c2ccccc2)c(Cl)c1C(=O)NCc1ccccc1F
  2%	-6%	0%	-1%	12	0%	3%	-15%	0%	1%	-10%
- O=S(=O)(c1ccc(F)cc1)N1CCCC1
  3%	-2%	6%	-15%	5	2%	1%	4%	3%	14%	-14%
- O=C(CSc1cccc[n+]1[O-])c1cccs1
  -2%	3%	-1%	4%	-17	4%	-2%	5%	2%	16%	9%
- CCC(Cc1ccccc1)NC(=O)CN(C)S(=O)(=O)c1ccc2c(c1)c(=O)n(C)c(=O)n2C (stereo unspecified)
  1%	-4%	2%	1%	16	-6%	0%	-16%	-1%	3%	-18%
- CC1(CCc2ccccc2)NC(=O)N(CC(=O)Nc2ccccc2C#N)C1=O (stereo unspecified)
  2%	0%	-15%	/	0	/	/	/	1%	/	-5%
- Cc1ccc(OCC(=O)NCCCNC(=O)c2ccncc2)cc1
  29%	-1%	2%	-20%	12	-8%	-2%	-16%	-4%	0%	15%
- CCOC(=O)NC(=O)c1cn(Nc2ncc(Cl)cc2C(F)(F)F)c(=O)[nH]c1=O
  1%	-6%	1%	/	13	1%	-5%	9%	-1%	-3%	-7%
- Cc1noc(C)c1CSc1ccccc1C(=O)N(C)CC(=O)Nc1cccc(F)c1
  3%	-3%	4%	/	11	/	/	/	-3%	/	5%
- Cc1nc2c(c(C)nn2-c2ccccc2)c(C)c1Cl
  -8%	0%	4%	-5%	-2	-3%	-1%	-2%	-1%	1%	23%
- COC(=O)c1ccc(OCC(O)CN(CCO)CCO)cc1 (stereo unspecified)
  0%	-6%	-1%	-1%	-14	-2%	1%	1%	-9%	-6%	-4%
- O=C(Nc1ccc([N+](=O)[O-])cc1)c1cc(Cl)sc1Cl
  2%	2%	-13%	/	-10	21%	/	24%	17%	?	-7%
- Cc1c(C(=O)NCc2ccc3c(c2)OCO3)oc2ccc(S(=O)(=O)N3CCCC3)cc12
  21%	-7%	0%	24%	27	0%	?	-5%	-2%	11%	7.3µM*
- CCCCOc1ccccc1NC(=O)c1ccc(=O)[nH]c1
  0%	-4%	-1%	4%	11	-3%	-6%	-15%	-2%	-21%	13%
- CC(C)C/C=C1\CCc2c([nH]c3ccccc23)C1=O
  5%	29%	?	-1%	?	9%	2%	?	2.8µM*	8%	?
- Cc1cc(C)nc(N2CCC(C(=O)Nc3ccc(Oc4ccccc4)cc3)CC2)n1
  -4%	-3%	-1%	-6%	3	18%	3%	20%	-1%	-40%	-7%
- O=[N+]([O-])c1ccc(N2CCCC2)cc1N1CCCC1
  -5%	-2%	-3%	-21%	2	?	-1%	-2%	1%	-7%	-3%
- C=CCn1c(SCC(=O)c2[nH]c(C)c(C(=O)OCC)c2C)nc2scc(-c3ccc(OC)c(OC)c3)c2c1=O
  -2%	-17%	7%	1%	14	?	10%	10µM*	-14%	10µM*	-11%
- COc1cc(/C=N/NC(=O)c2cccnc2)ccc1OCC(=O)Nc1ccccc1Cl
  7%	-1%	-3%	7%	-97*	/	0%	-8%	-1%	-4%	?
- O=C(CSc1ncnc2c1nnn2Cc1ccccc1)NC1CCCCC1
  2%	-13%	3%	?	-5	-2%	14%	?	-4%	-103%	-8%
- C/C(=N\NS(=O)(=O)c1ccc(Br)cc1)c1ccc2c(c1)OCO2
  2%	0%	-2%	46%[activator]	2	3%	1%	-9%	0%	20%	14%
- COc1cc(OC)c(C(=O)OC(C)C(=O)Nc2cccc(C(F)(F)F)c2)cc1OC (stereo unspecified)
  12%	0%	2%	0%	6	16%	3%	-3%	-1%	24%	-7%
- O=C(Nc1ccccn1)C1(c2ccccc2)CCCC1
  7%	-4%	5%[2.3 µM]	-24%	6	-4%	0%	20µM*	0%	-12%	0%
- O=C(NCc1ccc2c(c1)OCO2)Nc1ccc(Cl)cc1
  1%	26%	4%	?	1	1%	-1%	-10%	25%	4%	?
- COC(=O)/C(=C/Nc1cccc2ccccc12)[N+](=O)[O-]
  8%	0%	?	2%	14	?	6%	1%	-2%	39%	-17%
